Sm TGR inh: blocks Schistosoma mansoni thioredoxin glutathione reductase | Q962Y6 | purified TGR, DTNB reduction, TNB absorbance 405 nm | Potency, µM (titrated, usually from 114 µM), inactives show top-dose activity change, negative = inhibition, hits mostly inhibitors | 360,000 tested, 3% active | AID 485364; further: potency means the concentration at half of the fitted maximal effect; nearly all actives have a fitted effect of over 60% in size
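First, TGR (20 nM dispensed) and NADPH were mixed with compound. Second, a 15 min room-temperature incubation followed. Third, further NADPH and then DTNB were added to start the reaction. Finally, TNB absorbance was monitored kinetically.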
Giardia FBPA inh: Giardia lamblia aldolase inhibition | Potency, µM (highest dose often 59.6 µM), without a hit: at the highest dose activity, negative = inhibition, most hits filed as inhibitors | 290,000 tested, 0.71% active | purified Giardia FBPA | A8B2U2; further: potency means the concentration at half of the fitted maximal effect; nearly all actives have a fitted effect of over 55% in size
Target sequence (A8B2U2 whole entry, looked up): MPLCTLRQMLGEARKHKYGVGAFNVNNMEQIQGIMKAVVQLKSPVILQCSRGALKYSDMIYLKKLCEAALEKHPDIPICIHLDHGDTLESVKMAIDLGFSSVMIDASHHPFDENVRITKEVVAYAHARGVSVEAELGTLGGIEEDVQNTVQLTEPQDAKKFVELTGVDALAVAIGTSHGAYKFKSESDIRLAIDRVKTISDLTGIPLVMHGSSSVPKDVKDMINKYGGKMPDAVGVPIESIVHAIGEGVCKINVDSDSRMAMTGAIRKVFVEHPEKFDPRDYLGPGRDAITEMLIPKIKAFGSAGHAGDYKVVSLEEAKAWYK
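40 nM FBPA preincubated 10 min at RT with compound (up to 57.5 uM final), then substrate plus GAPDH/TPI/NAD/arsenate coupling and diaphorase/resazurin added. Fluorescence read after 20 min at RT, 525/598 nm.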
AmpC detergent: blocks E. coli AmpC beta-lactamase in detergent assay; AmpC hydrolysis of nitrocefin, absorbance 480 nm, 0.01% Triton; P00811; 370,000 tested, 0.041% active; Potency, µM (series often up to 114 µM), for inactives: top-dose activity change, negative = inhibition, most hits filed as inhibitors;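 further: potency means the concentration at half of the fitted maximal effect; 0% = no-compound wells and -100% = no-enzyme wells; nearly all actives have a fitted effect of over 25% in size; some results filed as inactive show a strong effect at the top dose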
Target sequence (P00811 whole entry, looked up): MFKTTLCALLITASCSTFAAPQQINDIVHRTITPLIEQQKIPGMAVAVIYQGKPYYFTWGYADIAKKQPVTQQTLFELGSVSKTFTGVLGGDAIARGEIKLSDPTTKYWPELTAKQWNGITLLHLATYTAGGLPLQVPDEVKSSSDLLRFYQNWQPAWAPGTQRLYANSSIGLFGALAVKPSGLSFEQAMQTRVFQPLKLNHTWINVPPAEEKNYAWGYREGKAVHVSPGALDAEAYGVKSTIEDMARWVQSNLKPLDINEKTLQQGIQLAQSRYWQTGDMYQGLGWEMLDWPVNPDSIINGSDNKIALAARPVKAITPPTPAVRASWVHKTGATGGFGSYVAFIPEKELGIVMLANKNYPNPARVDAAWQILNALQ
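AmpC (5.3 nM in the dispensed reagent) in 20 mM phosphate pH 7.0 with 0.01% (detergent screen) or 0.0001% Triton X-100 was preincubated with compounds for 15 min at room temperature. Nitrocefin was then added from an 800 uM solution, and hydrolysis was followed at 480 nm.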
HCMV inh: inhibitors of human cytomegalovirus; HFF cells, HCMV-luciferase reporter, 72 h; hits give low values; activity change, negative = inhibition, % at 57.5 µM; 410,000 tested, 4.5% active; in the data active means activity change below about -60%; inconclusive means no clear call, values can overlap the other calls; inactive means above about -39%
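Two compound doses tested in HFFs infected with HCMV-luciferase, MOI 1 PFU/cell, 72 h at 37C. Lysate luminescence read with OneGlo; data normalized against buffer-only and 10uM Salinomycin inhibitor controls.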
AMA1 RON2 block: AMA1-RON2 (P. falciparum) interaction inhibition; AlphaScreen AMA1-biotinylated RON2 peptide binding; Potency, µM (top dose mostly 58.2 µM), for the others: top-dose activity change, negative = inhibition, hits mostly inhibitors; 360,000 tested, 0.2% active; AID 720542;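 further: potency means the concentration at half of the fitted maximal effect; 0% = vehicle wells and -100% = peptide control; nearly all actives have a fitted effect of over 45% in size; some results filed as inactive show a strong effect at the top dose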
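AMA1 (3D7) with his tag at 25 nM final met compounds first, then biotinylated RON2 peptide at 25 nM; detection used donor plus acceptor beads, 10 µg/mL apiece, read by AlphaScreen after 30 min at room temperature.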
AmpC no deterg: inhibitors of E. coli AmpC beta-lactamase without detergent | P00811 | AmpC nitrocefin hydrolysis, absorbance 480 nm, 0.0001% Triton | Potency, µM (titrated, usually from 57.1 µM), inactives show top-dose activity change, negative = inhibition, actives largely listed as inhibitors | 330,000 tested, 0.52% active | AID 485341;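 further: potency means the concentration at half of the fitted maximal effect; plate controls were no compound for no effect and no enzyme for full effect; nearly all actives have a fitted effect of over 20% in size; some results filed as inactive show a strong effect at the top dose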
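20 mM phosphate pH 7.0 + 0.01% (detergent screen) or 0.0001% Triton X-100; 5.3 nM AmpC reagent; cpd preinc 15 min RT; nitrocefin (800 uM stock) to start; A480 q20 s × 4 min; Activity was normalised to no-enzyme and no-compound control wells.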
* hit, by the source's call; ? = inconclusive; . = no result given; [ ] = another dose, or the depositor's remark. Unless noted, the call rests on the fitted dose curve; in most records, active means well fitted curve in the direction sought with a large enough effect; inconclusive means small, poorly fitted or top-dose-only effect, or another doubt; inactive means no such curve, though single readings can be large; an effect the other way counts as inactive or inconclusive. Unless noted, on the % scale 0 is the no-effect control and ±100 the full control effect.

SMILES	Sm TGR inh	Giardia FBPA inh	AmpC detergent	HCMV inh	AMA1 RON2 block	AmpC no deterg
COc1ccc(-c2cc(C(=O)Nc3cc(Cl)ccc3O)no2)cc1	-4%	8%	1%	-34	-5%	-20%
Cc1cc(C(=O)O)ccc1-n1c(C)cc(C=C2C(=O)c3ccccc3C2=O)c1C	?	?	-3%	-22	-20%	-10%
COC(=O)C1=C(C)NC(=O)CC1c1ccc(F)c(Br)c1 (centres undefined)	5%	-2%	?	20	1%	-22%
CCOC(=O)N1CCC(NC(=O)c2cc(S(=O)(=O)N3CCOCC3)ccc2F)CC1	-9%	1%	-6%	59	-4%	4%
O=S(=O)(Nn1c(O)c(C=C2N=c3ccccc3=N2)sc1=S)c1ccccc1	11µM*	-1%	10%	-12	12%	-48%
O=C(O)/C=C/C(=O)NNC(=O)c1cccc(Br)c1	?	0%	-14%	-9	30%[activator]	-26%
COc1ccc(NC(=O)c2cc(-c3ccccc3)on2)cc1	-35%	3%	?	8	23%	-20%
CCOc1ccc(C(=O)c2nc3c(n2O)CCCC3)cc1	0%	-8%	?	2	23%	-12%
Cc1ccnc(NC(=O)CNC(=O)c2ccc(C)s2)c1	-1%	.	?	39	-7%	-20%
O=C(c1ccccc1F)N(Cc1cccnc1)Cc1cc2cc3c(cc2[nH]c1=O)OCCO3	8%	-7%	-10%	39	21%	-17%
CCOC(=O)c1c(NC(=O)N/N=C/c2ccc(O)c(OC)c2)sc(C(C)=O)c1C	8%	-1%	-4%	.	.	-28%
COc1ccc2cc3cc(C(=O)NCCCN4CCOCC4)oc3nc2c1	0%	-5%	-18%	40	0%	21%
CCCn1c(=O)c2c(nc3n2CCN3Cc2ccco2)n(C)c1=O	0%	8%	-1%	21	0%	-12%
Cc1nn(Cc2ccc(C(=O)Nc3ccc(C(=O)OC(C)C)cc3)o2)c(C)c1Cl	?	-2%	?	-1	-3%	-1%
O=C(NC(=S)NCc1ccccc1)c1ccc(Br)o1	-19%	.	1%	?	.	-39%
CCC(COC)NCc1cn(-c2ccc(OC)cc2)nc1-c1cccc(F)c1 (centres undefined)	-3%	2%	1%	?	-6%	66%[activator]
COc1ccc(Nc2nc(NN)nc(C)c2[N+](=O)[O-])cc1	0%	1%	-1%	-17	70%[activator]	-13%
COc1ccc(NC(=O)CCN2CCN(CCO)CC2)c(OC)c1	2%	.	13%	14	.	.
CCC(C)NC(=O)c1cc(OC)c(OC)c(OC)c1 (centres undefined)	-27%	2%	-13%	100	9%	-6%
Cc1cc([N+](=O)[O-])nn1CC(=O)NCc1ccco1	-18%	0%	-6%	41	15%	-5%
Cc1ccc(C(=O)NC(=S)Nc2ccc(S(=O)(=O)N3CCN(C)CC3)cc2)cc1	28µM*	-17%	?	6	12%	75%[activator]
COc1ccc(-n2c(Cc3cccn3C)nnc2SCC(=O)Nc2ccc(Cl)cc2)cc1	50µM*	-1%	6%	-1	3%	1µM*
Cn1c(CCN2CCOCC2)nc2cc(NC(=O)COc3ccccc3)ccc21	17%	-11%	-12%	-27	-3%	-1%
COc1ccc(N2CCN(C(C)C(=O)N3CCc4ccccc43)CC2)cc1 (centres undefined)	-9%	6%	-11%	2	?	62%[activator]
O=c1c(Cl)c(NS(=O)(=O)c2ccccc2)cnn1-c1ccccc1	0%	18%	2%	-1	-6%	-7%
CC1(C)C2CC=C(/C=N/NC(=S)Nc3cccnc3)C1C2 (centres undefined)	2%	-24%	-1%	8	38%[activator]	-31%
CCN(CC(=O)Nc1c(F)cccc1F)C(=O)c1ccc(C(F)(F)F)cc1	-21%	11%	2%	-22	0%	2%
CCOC(=O)c1cc(S(=O)(=O)Nc2ccc(Br)c(C)c2)[nH]n1	20%	.	18%	1	.	.
CC(OC(=O)CCCN=C1NS(=O)(=O)c2ccccc21)C(=O)NC1CCCCC1C (centres undefined)	-8%	.	0%	-26	-2%	0%
CCOc1ccc(C(C)(O)CN2CCOCC2)cc1 (centres undefined)	1%	-1%	3%	1	?	-13%
Nc1nc(SCC(=O)c2cccs2)n[nH]1	2%	2%	-6%	16	0%	-30%
COC(=O)c1ccc(NC(=O)N2CCC(O)(c3cccnc3)CC2)cc1	0%	12%	-5%	12	-2%	19%
COc1cc(/C=N/NC(=O)CC23CC4CC(CC(C4)C2)C3)cc(Br)c1OCC(=O)N(C)C	-1%	4%	2%	0	-10%	384%[activator]
Cc1ccc(S(=O)(=O)N(CC(=O)NCC2CCCO2)C2CCCCC2)cc1 (centres undefined)	5%	5%	-2%	-26	8%	36%
COc1ccc(N2C(=O)C3CC=C(Cl)CC3C2=O)cc1 (centres undefined)	-22%	-2%	3%	-30	7%	-17%
Cc1cc(C(=O)N2CCC(C(F)(F)F)n3nccc32)on1 (centres undefined)	3%	2%	5%	21	11%	-8%
Cc1ccc(-n2ncc3c2ncn2c(-c4ccncc4)nnc32)cc1	-30%	1%	?	.	.	-28%
O=C(CCCOc1ccccc1)N1CCCc2ccccc21	4%	12%	-8%	3	-7%	.
O=C(c1cc(-c2ccc(Cl)cc2Cl)on1)N1CCOCC1	-9%	6%	-3%	-31	20%	13%
COc1ccc(S(=O)(=O)NCc2cccn2Cc2cccc(C)c2)cc1	-11%	.	-2%	-4	.	.
Cc1ccc(C(=O)C2=C(O)C(=O)N(c3ncccn3)C2c2cccc(Cl)c2)o1 (centres undefined)	11µM*	-26%	-7%	.	.	-19%
CC1(C)CC(=O)C(N=Nc2cccc(F)c2C#N)=C(O)C1	14µM*	-12%	4%	18	-12%	-3%
NS(=O)(=O)c1cccc(NC(=O)c2ccc(S(=O)(=O)N3CCCCCC3)cc2)c1	.	.	.	?	10%	-25%
Cc1c(NC(=O)c2ccc3nsnc3c2)cccc1[N+](=O)[O-]	-7%	-3%	-14%	9	4%	-41%
Cc1ccc(S(=O)(=O)NC2=NCN(C)CN2)cc1[N+](=O)[O-]	1%	.	3%	11	-11%	-14%
Brc1cccc(CNCCCN2CCOCC2)c1	.	-13%	-5%	-20	-3%	-8%
CCOC(=O)N1CCN(C(=O)CN(c2ccc(C)cc2C)S(=O)(=O)c2ccccc2)CC1	6%	.	-12%	-14	.	.
CC(=O)Nc1ccc2c(c1)nc(CCN1CCOCC1)n2C	0%	-13%	-7%	78	-6%	-13%
O=C(CSc1nc(-c2ccccc2)c(-c2ccccc2)o1)Nc1nnc(-c2ccccc2)s1	-3%	16%	3%	24	-19%	?
COc1ccc(C2c3c(oc4ccc(Cl)cc4c3=O)C(=O)N2Cc2ccco2)cc1OC (centres undefined)	-16%	-2%	?	.	.	-9%
The list continues.
SMILES	Sm TGR inh	Giardia FBPA inh	AmpC detergent	HCMV inh	AMA1 RON2 block	AmpC no deterg
Cc1cc(NS(=O)(=O)c2ccc(NC(=O)/C=C/c3c(F)cccc3Cl)cc2)nc(C)n1	-2%	-8%	-1%	-13	-1%	5%
O=C(CSc1ccc(-c2cccc([N+](=O)[O-])c2)nn1)NCc1ccccc1	5%	2%	?	-23	7%	-19%
CN(c1ccc(OCC(=O)N2CCN(c3ccc(F)cc3)CC2)cc1)S(=O)(=O)c1cccs1	?	-4%	-7%	-38	-15%	-5%
CCC1Oc2ccc(C)cc2N(CC(=O)NCCCN2CCCCC2C)C1=O (centres undefined)	-3%	-6%	2%	0	5%	21%
COc1ccc(S(=O)(=O)N(C(=O)C(C)C)c2ccc3oc(=O)sc3c2)cc1	14%	-17%	3%	-10	13%	-28%

Screening results as filed in PubChem.
